Source: PubChem (The Scripps Research Institute Molecular Screening Center)
Luminol counter: counter-screen for Nox1 inhibitors: inhibitors of luminol chemiluminescence; HRP/luminol/H2O2 chemiluminescence counterscreen; inhibition, % at 6.7 µM; 16,000 compounds, 0.4% hits; AID 1823, 2009; note: reference of the scale not given here
S1P1 ag: activates the human S1P1 receptor; S1P1 agonist cell-based reporter assay; activation, % at 4.5 µM; Sphingosine 1-phosphate receptor 1 (Homo sapiens), P21453; 16,000 compounds, 1.5% hits; in the data active = activation above about 80%
NOTCH agonist: agonists of NOTCH signaling; NOTCH signaling luciferase reporter cells, luminescence; activation, % at 2.5 µM; 15,000 compounds, 0.4% hits; AID 434982, 2010; in the data active = activation above about 2.2%
KOR antag MB: antagonists of human kappa opioid receptor OPRK1, Maybridge library; Kappa-type opioid receptor (Homo sapiens), P41145; OPRK1 cells, antagonist mode, fluorescence readout; inhibition, % at 9 µM; 16,000 compounds, 0.4% hits; AID 652031, 2013; in the data active = inhibition above about 50%
TLR4 MyD88 blk: inhibitors of human TLR4-MyD88 binding. Toll-like receptor 4 (Homo sapiens), O00206. inhibition, % at 10 µM. Cell-based TLR4-MyD88 binding inhibition assay. 16,000 compounds, 0.06% hits; in the data active = inhibition above about 45%
rat GALR2 agon: agonists of rat galanin receptor 2 (GALR2). activation, % at 10 µM. Galanin receptor type 2 (Rattus norvegicus), O08726. cell-based GALR2 agonist screen. 16,000 compounds, 0.5% hits; in the data active = activation above about 15%
Target sequence (O08726 whole entry, looked up): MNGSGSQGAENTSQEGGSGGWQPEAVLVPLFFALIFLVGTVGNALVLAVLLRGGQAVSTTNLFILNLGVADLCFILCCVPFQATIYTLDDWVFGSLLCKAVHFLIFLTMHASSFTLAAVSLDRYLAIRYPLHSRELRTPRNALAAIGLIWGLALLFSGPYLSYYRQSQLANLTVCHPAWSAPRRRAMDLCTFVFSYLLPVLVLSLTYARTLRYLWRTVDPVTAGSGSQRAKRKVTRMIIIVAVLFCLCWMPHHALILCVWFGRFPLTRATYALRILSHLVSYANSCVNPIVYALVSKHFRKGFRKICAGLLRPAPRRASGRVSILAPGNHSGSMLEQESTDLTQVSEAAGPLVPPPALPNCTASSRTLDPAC
Nox1 inhibitor: inhibitors of human NADPH oxidase 1 (Nox1). 16,000 compounds, 0.81% hits. Q9Y5S8. HT29 cells, luminol chemiluminescence ROS. inhibition, % at 6.7 µM
Target sequence (Q9Y5S8 whole entry, looked up): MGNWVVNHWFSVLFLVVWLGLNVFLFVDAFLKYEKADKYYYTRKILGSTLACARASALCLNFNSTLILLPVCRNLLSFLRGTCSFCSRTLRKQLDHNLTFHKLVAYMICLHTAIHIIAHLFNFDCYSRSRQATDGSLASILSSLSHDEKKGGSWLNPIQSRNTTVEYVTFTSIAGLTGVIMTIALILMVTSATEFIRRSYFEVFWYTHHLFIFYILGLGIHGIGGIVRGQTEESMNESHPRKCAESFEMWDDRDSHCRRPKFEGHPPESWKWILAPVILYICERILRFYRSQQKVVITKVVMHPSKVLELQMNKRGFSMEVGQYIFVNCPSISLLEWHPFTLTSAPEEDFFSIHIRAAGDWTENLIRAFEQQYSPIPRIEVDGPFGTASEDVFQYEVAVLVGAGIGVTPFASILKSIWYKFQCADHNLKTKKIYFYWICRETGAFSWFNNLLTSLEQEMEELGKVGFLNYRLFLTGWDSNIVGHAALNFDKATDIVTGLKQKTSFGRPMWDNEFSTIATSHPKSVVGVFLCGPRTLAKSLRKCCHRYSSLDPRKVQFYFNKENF
PME-1 Maybridge: inhibitors of human PME-1 in Maybridge library; recombinant PME-1, FP-Rh probe fluorescence polarization; AID 2291, 2010; 16,000 compounds, 0.5% hits; inhibition, % at 9 µM; in the data active = inhibition above about 30%
The depositor's hits bear a star; x = not tested or not shown. Cut-off read from the data, not from the text of the source, unless noted: active = inhibition above about 75%; inactive = the rest.

SMILES	Luminol counter	S1P1 ag	NOTCH agonist	KOR antag MB	TLR4 MyD88 blk	rat GALR2 agon	Nox1 inhibitor	PME-1 Maybridge
C(=C\c1ccncc1)/c1ccccc1	0	0	-0.3	-3	5	-8	-2	-3
O=S(=O)(Cc1nc(-c2ccsc2)no1)c1ccc(Cl)cc1	-6	-3	x	14	-1	-6	-22	7
Cc1c(C(=O)/C=C/N(C)C)nnn1-c1ccc(Cl)cc1Cl	-6	-10	0.8	-12	-2	-6	16	5
COC(=O)C1=CC=C(c2ccc(OC)cc2)SC1	4	11	-0.3	12	-1	-11	-4	3
Cc1cc(C)n(Cc2ccccc2F)c(=O)c1C#N	1	-6	-0.2	-4	-4	-4	-31	-1
OC1CN(C(c2ccccc2)c2ccccc2)C1	-7	6	-1.0	2	3	-4	13	7
N/C(=N\OC(=O)c1c(F)cccc1F)c1ccc(Cl)cc1	-5	55	-0.5	8	-12	-6	16	0
COc1ccc(Br)c(C(=O)/C(C#N)=N/O)c1	2	-19	0.2	9	-4	-5	-15	-3
O=C(O)c1ccccc1N1CCCCC1	-2	-11	0.6	1	4	-7	-15	3
O=C1CNC(=S)N1CCc1ccccn1	18	-19	-0.3	0	11	-6	-60	1
COc1ccc(C(=O)/C(C#N)=C/NC2CCN(Cc3ccccc3)CC2)cc1	-1	-3	-0.3	38	-22	-6	0	5
COc1ccc(C(=O)N=S2CCN(C(=O)c3ccc(Cl)cc3)CC2)cc1	-2	1	0.1	-6	5	-5	-39	-3
COc1ccc(OS(=O)(=O)c2c(C)noc2C)cc1	-3	10	0.1	15	-5	-5	-6	1
O=C(Nc1cccnc1)c1cc(Cl)sc1Cl	2	-12	-0.8	13	1	-5	-22	1
Clc1ccc(Cn2nnc(N3CCCCC3)n2)cc1	2	-17	-1.3	-12	1	-6	-36	2
CC12COC3(C#N)CC1CCC32C (stereo unspecified)	-1	-10	-0.7	-1	2	-6	-29	2
N#C/C(=C\c1ccc(Cl)cc1)c1nc2ccccc2s1	-4	1	0.0	5	5	7	9	8
CCOC(=O)c1nc(-c2ccc([N+](=O)[O-])cc2)no1	-1	-2	x	7	7	-7	-23	0
CC(=O)Nc1ccc(NC(=O)c2nccnc2C(=O)O)cn1	3	-3	-0.2	0	4	-9	-12	1
COc1ccc(NC(=O)CC(C)=O)cc1	-8	-15	0.8	8	0	-8	-12	0
CSc1nc(N)nc(C2COc3ccccc3O2)n1 (stereo unspecified)	3	9	-0.8	0	-6	-6	-34	-1
Cc1noc(C)c1C(=O)NNC(=O)c1ccc[nH]1	-4	-3	-0.6	-20	-4	-4	-11	8
Cc1cc(Sc2ccc([N+](=O)[O-])cn2)c(Cl)cc1Cl	-1	-9	-5.9	-17	-6	-8	-29	2
CSc1c(C#N)c(N)nc(SCC(=O)c2ccc(OC(F)F)cc2)c1C#N	1	-2	-0.8	15	1	-7	-28	-10
Cc1cc(C)c(/C=N/Nc2ccc(C(F)(F)F)cc2[N+](=O)[O-])[nH]1	-1	10	0.7	20	8	-4	28	-2
NNC(=O)c1n[nH]c2ccccc12	4	0	0.7	-7	0	-4	-91	1
NS(=O)(=O)c1cccc(NC(=O)C2CCCCC2)c1	-5	-10	x	-63	-10	-2	-6	3
C/C=C/C=N/NC(=O)OCC	-2	-6	-0.8	11	-7	-7	11	0
O=C(CCN1CCCCC1)Nc1nc(-c2ccc(Cl)cc2)cs1	-1	-15	0.1	12	-17	-2	16	-5
O=C(NNS(=O)(=O)c1ccc(F)cc1F)c1csc(-c2cccnc2)n1	16	12	1.3	7	3	-5	0	5
COc1ccc(OCC(O)CNC(=O)C2=Cc3cc(Cl)ccc3OC2)cc1 (stereo unspecified)	-1	-15	-0.2	-7	-1	-6	-7	-1
CCOc1cc(N2CCOCC2)c(OCC)cc1NS(=O)(=O)c1ccccc1	15	9	-0.4	18	-2	-3	103*	17
Cc1ccc(S(=O)(=O)N=S2(=O)CCCS(=O)(=O)C2)cc1 (stereo unspecified)	2	12	-0.4	2	13	-3	-57	4
CC1(C)CCc2cc(CN3CCN(c4ccc(F)cc4)CC3)ccc2O1	-6	9	-1.1	22	-1	-5	16	7
COc1ccc(CSC2=C(C#N)C(=O)NC3(CCCCC3)S2)cc1	17	-1	-0.6	-13	2	-7	-22	-1
Clc1cc(Cl)c(Cl)c(Cl)c1Cl	-1	-16	-0.2	-2	7	-4	-46	0
CC(=O)Nc1cccc(OCCCNS(=O)(=O)c2cccc3nonc23)c1	-2	12	-0.1	-2	-4	-6	-32	1
COc1ccc(-n2ncc(NC(=O)N3CCOCC3)c2C)cc1	4	-3	-0.5	-15	-3	-4	-38	-4
O=C(Sc1ccccc1)c1cccc(Cn2cc(C(F)(F)F)ccc2=O)c1	-4	8	-0.4	14	11	4	1	9
O=C1NC(=O)c2cc([N+](=O)[O-])c(SCc3ccc(Cl)cc3)cc21	2	-18	-0.3	8	1	-8	-20	-4
COC(=O)c1sc(-c2cccs2)cc1NS(=O)(=O)c1cc(C)c(Cl)cc1C	-5	14	-0.3	13	-4	-9	26	-1
CC(=O)N1CC(=O)N/C(=C/c2ccco2)C1=O	-1	-4	-0.2	-3	2	-5	-66	3
Cn1c(CC#N)n[nH]c1=S	-2	-1	-0.7	22	5	-7	-29	1
CCn1nc(C)c(NC(=O)c2ccc(Cl)cc2)c1C(=O)OC	-1	14	-0.4	1	4	-6	-75	-2
Cc1nnsc1-c1c(C(=O)Oc2ccccc2)c(C)nn1-c1ccccc1	-5	70	-0.3	-6	-10	-4	0	3
CCOC(=O)/C(C#N)=C/c1cn(-c2ccccc2)nc1-c1ccccc1	1	-6	-0.1	2	5	69*	2	-1
O=S(=O)(c1ccc(Cl)cc1)N(CCc1ccccn1)c1ccccc1	-6	-9	0.1	-5	-4	-7	8	6
Cc1nn(-c2ccccc2)nc1C(=O)Nc1ccccc1C(=O)NCC1CC1	-3	-15	-0.4	-23	-11	5	3	-2
O=C(O)CC1SC(c2ccc3c(c2)OCO3)=NC1=O (stereo unspecified)	-3	-15	0.2	-16	-1	-6	-3	0
O=C(O)CC(CC(=O)Nc1ccc(Oc2ccccc2)cc1)c1ccccc1 (stereo unspecified)	2	-39	-0.2	-20	-7	-8	-27	-3
O=C(O)C1c2ccccc2C(=O)N(C2CCCCC2)C12CCCCC2 (stereo unspecified)	3	-2	x	7	21	-12	-90	-2
O=C1/C(=C/c2ccc3c(c2)OCO3)CCC/C1=C\c1ccc2c(c1)OCO2	3	11	-0.2	12	-11	-10	22	-1
COc1ccc(CCn2nnc3ccccc3c2=O)cc1OC	-4	39	-0.5	-4	-6	-1	-7	5
CSc1ccc(Br)cc1	3	-1	0.1	18	3	-9	-59	0
Cc1c(C)c(C)c(CSCC(=O)NN)c(C)c1C	0	-3	-0.1	-11	-11	-5	-37	3
Cc1cc(C)cc(NC(=O)Nc2ccc(N3CCCCC3)cc2)c1	-9	14	0.2	25	6	-1	85*	10
CN1CCC(c2cccs2)=N1	-2	4	0.1	21	-6	-3	31	1
Clc1ccc(OCc2nn[nH]n2)c(Cl)c1	3	14	-0.1	5	-1	-6	-35	1
CCOC(=O)C(=CNc1nc(-c2cc(C#N)c(=O)[nH]c2C)cs1)C(=O)OCC	7	20	-1.0	-32	1	1	0	3
N/C(=N\S(=O)(=O)c1cc(C(F)(F)F)cc(C(F)(F)F)c1)c1cccnc1	2	-23	0.1	3	7	-3	-20	2
Carrying on:
SMILES	Luminol counter	S1P1 ag	NOTCH agonist	KOR antag MB	TLR4 MyD88 blk	rat GALR2 agon	Nox1 inhibitor	PME-1 Maybridge
CCCCNC(=O)n1ccc(-c2nn(-c3ccc(F)cc3)ccc2=O)n1	3	3	-0.4	-13	-5	-7	-38	-4
CC(=O)N1CC(c2cnc(-c3ccccc3)c(C)c2)C=C(C)C1c1ccccc1 (stereo unspecified)	0	-9	-0.5	-10	6	-8	-19	1
CCOC(=O)NC(=S)c1cccn1C	-4	-4	-0.7	-19	-3	-4	-15	2
Cc1ncc(CSc2ccccn2)c(CO)c1O	-4	-5	x	-13	0	-7	-60	3
O=C(Sc1ccc(Cl)cc1)c1ccc(-c2cccs2)s1	-7	-8	-1.4	4	-4	-2	7	4
Nc1c(-c2ccc3ccccc3n2)c2ccc([N+](=O)[O-])cc2c(=O)n1Cc1ccccc1	16	3	-0.6	26	2	-10	8	-1
O=C1CC(c2coc3ccccc3c2=O)Sc2ccccc2N1 (stereo unspecified)	-3	-7	x	1	2	-5	16	4
COc1ccc(/C(C)=N/OC(=O)c2ccc([N+](=O)[O-])cc2)cc1CN1CCOCC1	3	-4	-0.1	-4	8	-8	-66	1
O=C1CSC(c2ccc(Cl)cc2)N1CCN1C(=O)CSC1c1ccc(Cl)cc1 (stereo unspecified)	-2	5	-0.2	-18	7	-8	-50	1
O=C(CSCc1ccco1)Nc1c(F)c(F)c(F)c(F)c1F	-3	2	0.3	-14	-2	-5	4	2
O=C(NCCSCc1ccc(Cl)cc1)c1c(F)cccc1F	0	1	0.0	-7	5	-4	-34	1
O=C1c2ccccc2C(=O)N1CNC(Cc1ccccc1)c1ccccc1 (stereo unspecified)	1	1	-0.6	-15	-1	-8	-61	-2

Gathered by group: the compounds so far with a nitro group on carbon
SMILES	Luminol counter	S1P1 ag	NOTCH agonist	KOR antag MB	TLR4 MyD88 blk	rat GALR2 agon	Nox1 inhibitor	PME-1 Maybridge
CCOC(=O)c1nc(-c2ccc([N+](=O)[O-])cc2)no1	-1	-2	x	7	7	-7	-23	0
Cc1cc(Sc2ccc([N+](=O)[O-])cn2)c(Cl)cc1Cl	-1	-9	-5.9	-17	-6	-8	-29	2
Cc1cc(C)c(/C=N/Nc2ccc(C(F)(F)F)cc2[N+](=O)[O-])[nH]1	-1	10	0.7	20	8	-4	28	-2
O=C1NC(=O)c2cc([N+](=O)[O-])c(SCc3ccc(Cl)cc3)cc21	2	-18	-0.3	8	1	-8	-20	-4
Nc1c(-c2ccc3ccccc3n2)c2ccc([N+](=O)[O-])cc2c(=O)n1Cc1ccccc1	16	3	-0.6	26	2	-10	8	-1
COc1ccc(/C(C)=N/OC(=O)c2ccc([N+](=O)[O-])cc2)cc1CN1CCOCC1	3	-4	-0.1	-4	8	-8	-66	1

Following part
SMILES	Luminol counter	S1P1 ag	NOTCH agonist	KOR antag MB	TLR4 MyD88 blk	rat GALR2 agon	Nox1 inhibitor	PME-1 Maybridge
Nc1ncnc(Nc2nc(-c3ccccc3)cs2)n1	6	10	-0.8	26	-5	-6	-52	-3
O=C(CSc1ccc(C(F)(F)F)cn1)Nc1cccc2nsnc12	2	0	-0.8	-8	1	-5	-55	0
CN1CCCN(C(=S)NCCCN2CCOCC2)CC1	-6	-5	-0.7	18	-8	-6	-24	5
CNC(=O)c1c(C)csc1N	-1	-4	0.0	11	-8	-4	8	4
COC(=O)c1cccc(NC(=S)NCc2ccccc2)c1	-7	28	0.2	-2	-1	-4	-5	6
N#Cc1ccc(-n2cccc2)nc1	3	2	0.0	8	11	-2	-17	-1
O=C(Nc1ccccc1N1CCOCC1)c1cc2ccccc2oc1=O	-2	3	-0.5	-6	-2	-5	-18	4
O=C(Nc1nccs1)c1cccc2c1-c1ccccc1C2	2	-9	-0.4	10	-4	-8	-28	2
CC(=O)Nc1ccc(NC(=O)c2ccco2)cn1	-5	-6	-0.6	9	-3	-8	-7	3
COc1ccc(NC(=O)c2c(-c3c(Cl)cccc3Cl)noc2C)cn1	-1	-7	-0.5	10	1	-6	-13	1
CCOC(=O)c1sc(N2CCCCC2)c2c1CC(C)(C)CC2=O	-5	-21	-0.7	-19	2	1	10	3
Cc1ccc(S(=O)(=O)ON2C(=O)CNC2=O)cc1	2	0	-0.6	1	-9	-9	-37	-2

Entries of single compounds from above. Values in the order: Luminol counter	S1P1 ag	NOTCH agonist	KOR antag MB	TLR4 MyD88 blk	rat GALR2 agon	Nox1 inhibitor	PME-1 Maybridge
COC(=O)c1cccc(NC(=S)NCc2ccccc2)c1 across the screens: -7	28	0.2	-2	-1	-4	-5	6
CN1CCCN(C(=S)NCCCN2CCOCC2)CC1 across the screens: -6	-5	-0.7	18	-8	-6	-24	5
CC(=O)Nc1ccc(NC(=O)c2ccco2)cn1 across the screens: -5	-6	-0.6	9	-3	-8	-7	3
CNC(=O)c1c(C)csc1N across the screens: -1	-4	0.0	11	-8	-4	8	4

Remaining list, next part:
SMILES	Luminol counter	S1P1 ag	NOTCH agonist	KOR antag MB	TLR4 MyD88 blk	rat GALR2 agon	Nox1 inhibitor	PME-1 Maybridge
O=C(NCCSCc1ccco1)C1CC1	-2	-7	-0.3	20	-7	-5	-11	2
Nc1cc(Cc2cc(N)cc(C(F)(F)F)c2)cc(C(F)(F)F)c1	-1	64	0.3	15	-2	-7	1	3
Cc1ccc(-c2c[nH]c(=S)n2C)cc1	4	-15	0.1	4	7	-5	-8	3
CC(O)(CS(=O)(=O)c1ccc(Cl)cc1)CS(=O)(=O)c1ccc(Cl)cc1	2	-1	-0.7	-16	-4	-6	-52	2
